NR3A LBD binder – modulators (binders) of human NR3A ligand-binding domain; NR3A LBD differential scanning fluorimetry, Tm shift; 0% = protein alone, 100% = glycine-bound protein; Tm shift relative to glycine control, % at 25 µM; 340,000 compounds, 2.5% hits;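 active means melting temperature shift of at least 10% of the positive control shift, at one fixed dose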
PfG6PD inh – PfG6PD (Plasmodium falciparum) enzyme inhibition. PfGluPho enzyme, NADPH resazurin-diaphorase fluorescence. inhibition, % at 20 µM. 350,000 compounds, 0.78% hits;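 active means inhibition reaching at least a set limit at 20 µM in the primary screen, cut at about 59% in these data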;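 further: 0% = DMSO wells with substrate and 100% = DMSO wells lacking glucose-6-phosphate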
HKDC1 inhibitor – HKDC1 (human) hexokinase inhibition; 340,000 compounds, 0.16% hits; recombinant HKDC1, G6PDH/diaphorase resazurin coupled fluorescence; inhibition, % at 20 µM;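 active means inhibition above about 35% when tested at 20 µM, limit read from the data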;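 further: plate controls were DMSO wells with enzyme for no effect and DMSO wells lacking enzyme for full effect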
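Assay system: recombinant HKDC1 hexokinase; detection: coupled resazurin fluorescence, excitation 525 nm, emission 613 nm; benchmarks: DMSO-plus-enzyme-mix negative control, buffer-substituted positive control; compound dosing: single 20 µM dose; schedule: 90 min at room temperature in dark; also added: glucose plus 1 mM ATP as hexokinase substrates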
MPTP block – permeability transition pore inhibition; 360,000 compounds, 1.4% hits; AID 602449; inhibition, % at 10 µM; isolated mouse mitochondria, Ca2+ swelling absorbance, 30 min;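 active means inhibition of 50% or more, scaled per plate between neutral and stimulator controls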;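 further: 0% = DMSO wells given calcium and 100% = 1 mM EGTA wells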
ATG4B inhibitor – blocks human ATG4B protease cleavage of LC3 substrate; ATG4B cleavage of LC3-PLA2, NBD-HPC fluorescence, 1 h; Q9Y4P1; 340,000 compounds, 0.51% hits; inhibition, % at 8.33 µM; AID 504462; in the data active means inhibition above about 40%
Target sequence (Q9Y4P1 whole entry, looked up): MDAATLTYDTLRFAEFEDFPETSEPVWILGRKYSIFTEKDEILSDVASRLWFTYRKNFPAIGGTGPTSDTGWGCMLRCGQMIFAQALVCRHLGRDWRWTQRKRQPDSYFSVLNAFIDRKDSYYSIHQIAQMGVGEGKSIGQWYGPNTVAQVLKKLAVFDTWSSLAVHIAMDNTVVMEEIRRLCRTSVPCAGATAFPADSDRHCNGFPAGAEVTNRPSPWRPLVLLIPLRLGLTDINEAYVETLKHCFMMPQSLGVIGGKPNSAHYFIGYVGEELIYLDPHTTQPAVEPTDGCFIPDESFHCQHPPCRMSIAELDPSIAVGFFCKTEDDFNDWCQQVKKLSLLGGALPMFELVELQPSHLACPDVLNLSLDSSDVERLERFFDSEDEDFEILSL
SENP6 inh – SENP6 protease inhibition; Q9GZR1; Recombinant SENP6 catalytic domain, aminoluciferin luminescence; inhibition, % at 10 µM; 330,000 compounds, 1.8% hits; AID 2599;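 active means inhibition above about 50% at the single tested dose, limit read from the data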;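 further: plate controls were DMSO wells with enzyme for no effect and DMSO wells lacking enzyme for full effect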
SENP8 block – inhibitors of human SENP8 protease. Q96LD8. recombinant SENP8, Nedd8 substrate fluorescence. inhibition, % at 20 µM. 360,000 compounds, 0.64% hits; in the data active means inhibition mostly above about 40%, no sharp cut-off; inactive means mostly below about 27%
Target sequence (Q96LD8 whole entry, looked up): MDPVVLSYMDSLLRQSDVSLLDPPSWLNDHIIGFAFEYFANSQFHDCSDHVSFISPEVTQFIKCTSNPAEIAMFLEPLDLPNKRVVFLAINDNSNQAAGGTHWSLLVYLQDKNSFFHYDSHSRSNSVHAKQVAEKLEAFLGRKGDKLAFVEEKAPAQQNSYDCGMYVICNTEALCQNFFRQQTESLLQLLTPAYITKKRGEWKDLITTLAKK
SENP7 inh – inhibitors of human SENP7 protease | recombinant SENP7, Z-RLRGG-aminoluciferin luminescence, 40 min | 330,000 compounds, 1.5% hits | Q9BQF6 | inhibition, % at 5 µM | AID 434973;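 active means inhibition above about 50% at the single test dose, limit read from the data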;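 further: plate controls were DMSO with enzyme for no effect and no enzyme buffer wells for full effect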
Target sequence (Q9BQF6 706-1050 limits assumed): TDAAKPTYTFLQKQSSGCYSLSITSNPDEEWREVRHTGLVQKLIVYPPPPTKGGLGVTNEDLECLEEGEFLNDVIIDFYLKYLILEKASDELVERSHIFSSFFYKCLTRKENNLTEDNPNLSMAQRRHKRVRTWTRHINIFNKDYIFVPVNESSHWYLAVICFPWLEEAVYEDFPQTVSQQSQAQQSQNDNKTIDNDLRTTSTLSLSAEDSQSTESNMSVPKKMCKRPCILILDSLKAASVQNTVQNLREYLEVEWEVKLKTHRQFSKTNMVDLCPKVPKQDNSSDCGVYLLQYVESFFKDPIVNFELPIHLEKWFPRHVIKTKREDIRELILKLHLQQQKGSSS
The depositor's hits bear a star; nt = no result given.

SMILES	NR3A LBD binder	PfG6PD inh	HKDC1 inhibitor	MPTP block	ATG4B inhibitor	SENP6 inh	SENP8 block	SENP7 inh
O=C(O)c1nn(CCOc2ccccc2F)c(=O)c2ccccc12	0	8	2	0.9	-3	-8	1	-2
CCOC(=O)C1(Cc2cccc(OC)c2)CCN(Cc2cnc(SC)nc2)CC1	0	9	-9	-1.2	-13	3	-4	-4
COc1ccc(CNC(=O)CSc2cccc3cccnc23)cc1	0	1	0	0.5	-10	-8	-436	-2
O=c1cc(-c2ccc(O)c(O)c2)oc2cc(O)cc(O)c12	10	6	7	4.8	-5	6	32	-7
COc1ccc(C(=O)N(Cc2ccccc2)c2cccc(C)c2)cc1	-1	-27	-3	0.2	5	-1	5	-9
Cc1ccc(NC(=O)CSc2ccc(-c3ccccn3)nn2)cc1F	-5	-6	5	0.6	0	-13	-1	6
Cc1nn(C(=O)c2ccco2)c(C)c1Sc1ccc(Br)cc1	1	2	-4	0.5	7	-17	14	2
CCC(Oc1nc2ccccc2nc1-c1ccccc1NC(C)=O)C(=O)c1ccccc1 (stereo unspecified)	-2	-3	1	0.3	-23	14	-24	-6
Cc1ccc(S(=O)(=O)N2C(=O)CCC2C(=O)O/N=C(\N)c2cccc([N+](=O)[O-])c2)cc1 (stereo unspecified)	5	14	-5	-0.5	-1	2	7	-14
CN1CCN2c3ncccc3Cc3ccccc3C2C1 (stereo unspecified)	0	-2	-1	0.1	-8	1	1	4
Cc1cccc(N(C(=O)CNC(=O)c2ccco2)C(C(=O)NCC2CCCO2)c2ccccc2)c1 (stereo unspecified)	0	4	-5	-1.5	5	1	7	-7
Cn1c(SCC(=O)Nc2ccc(Cl)cc2)nnc1C1CC1	-2	5	-3	0.3	-3	8	13	7
CCCC(=O)Nc1nn(C)c2nc3c(C)cccc3cc12	1	5	1	0.3	-5	4	-490	3
COc1ccc(OC)c(/C=N\NC(=O)CSc2nnc(CCCc3ccc(OC)c(C)c3)o2)c1	6	96*	2	-2.6	-10	-13	-407	-2
O=C(NCC(O)c1ccccc1)c1ccc(Cl)c(S(=O)(=O)N2CCCC2)c1 (stereo unspecified)	2	0	-5	-0.1	-6	-7	12	-7

Of the compounds above, these have fluorine:
SMILES	NR3A LBD binder	PfG6PD inh	HKDC1 inhibitor	MPTP block	ATG4B inhibitor	SENP6 inh	SENP8 block	SENP7 inh
O=C(O)c1nn(CCOc2ccccc2F)c(=O)c2ccccc12	0	8	2	0.9	-3	-8	1	-2
Cc1ccc(NC(=O)CSc2ccc(-c3ccccn3)nn2)cc1F	-5	-6	5	0.6	0	-13	-1	6

Carrying on.
SMILES	NR3A LBD binder	PfG6PD inh	HKDC1 inhibitor	MPTP block	ATG4B inhibitor	SENP6 inh	SENP8 block	SENP7 inh
Cc1ccc(Nc2nc(C)nc3c2oc2ccccc23)cc1	-3	0	4	-0.3	21	-29	-378	4
COc1cccc(S(=O)(=O)NC2CCN(C#N)C2)c1 (stereo unspecified)	0	5	-3	-1.5	3	-2	12	-5
CCCN1Cc2cccc(C(=O)Nc3ccc4c(c3)OCO4)c2C1=O	3	10	-1	0.9	-12	-7	6	2
CC(Sc1nnc(-c2ccco2)n1-c1ccccc1)C(=O)NCC1CCCO1 (stereo unspecified)	1	-10	-4	-0.1	-10	-5	14	6
COc1ccc2cc(Br)ccc2c1CC(=O)NC(C)(C)C	-3	-4	-5	0.7	-5	-4	12	8
CCCN(C(=O)Cn1c(C(F)(F)F)nc2ccccc21)C1CCS(=O)(=O)C1 (stereo unspecified)	2	-12	-2	0.1	-2	-11	14	-4
COc1ccc(OCCOC(=O)c2[nH]c(C)c(C(C)=O)c2C)cc1	3	11	-8	56*	-14	-15	16	-6
COCCn1c(-c2ccsc2)nc2c1c(=O)[nH]c(=O)n2CC(C)C	1	1	-8	-6.7	-10	-3	-56	-5
COC(=O)C(NC(=O)c1ccccc1)(Nc1nccs1)C(F)(F)F (stereo unspecified)	0	9	0	-2.0	-3	9	18	1
FC(F)(F)c1ccc(CN2CCN(Cc3ccco3)CC2)cc1	-1	18	-7	-0.1	-1	9	4	1
Cc1ccc(-c2c(NC(=O)C(C)C)n(C)c3ccccc3c2=O)cc1	-2	2	-7	-0.3	2	-6	-121	-2
CN(/N=C/c1c[nH]c2ccccc12)c1cnn(-c2ccc(F)c(Cl)c2)c(=O)c1Cl	259*	-3	5	1.1	-6	-2	26	2
CC1CN(C(=O)/C=C/c2ccc([N+](=O)[O-])s2)CC(C)O1 (stereo unspecified)	1	21	-1	3.4	-6	12	31	14
CCOc1c(Cl)cc(C(=O)Nc2ccccc2C(=O)O)cc1Cl	-6	11	8	31	12	60*	-56	8
O=C(CN1CCN(S(=O)(=O)c2ccc(Br)cc2)CC1)N/N=C/c1ccc(Cl)c([N+](=O)[O-])c1	10*	2	-7	-0.6	2	14	14	2

New compounds follow:
Letter code: A = NR3A LBD binder; B = PfG6PD inh; C = HKDC1 inhibitor; D = MPTP block; E = ATG4B inhibitor; F = SENP6 inh; G = SENP8 block; H = SENP7 inh
> CCN(CC)S(=O)(=O)c1ccc(OC)c(NC(=O)COc2ccccc2[N+](=O)[O-])c1
  A: -5; B: -15; C: -3; D: 1.9; E: 10; F: 13; G: 9; H: 7

> CCCc1nnc(NC(=O)CCC(=O)NC2CCCC2)s1
  A: 0; B: 0; C: -6; D: -3.0; E: -4; F: -2; G: 4; H: -11

> O=[N+]([O-])c1ccc(-n2cnc3ccccc32)c([N+](=O)[O-])c1
  A: -1; B: 22; C: -9; D: 0.5; E: -7; F: 9; G: 12; H: 5

> OCCC1CN(Cc2cnc(-c3ccccc3)s2)CCN1C1CCCC1 (stereo unspecified)
  A: -1; B: -17; C: 1; D: 2.5; E: 0; F: 17; G: 13; H: -4

> C=CCc1ccc(OC(=O)c2ccccc2)c(OC)c1
  A: -2; B: 9; C: 4; D: 0.7; E: 0; F: -9; G: 48*; H: -4

> CC1CN(c2nc(-c3ccccc3)nnc2-c2ccccc2)CC(C)O1 (stereo unspecified)
  A: 0; B: -6; C: 5; D: -7.2; E: 14; F: 12; G: 16; H: -6

> COc1ccc(CC(=O)Nc2cccc(S(=O)(=O)N3CCCCCC3)c2)cc1OC
  A: -14; B: -2; C: -5; D: 87*; E: -4; F: nt; G: 14; H: nt

> Cc1ccsc1/C=N/N1CCN(c2ccccc2)CC1
  A: 3; B: -1; C: -3; D: -0.1; E: 10; F: 16; G: 7; H: -4

> O=C(/C=C/c1ccccc1)Nc1ccc(NC(=O)c2cccs2)cc1
  A: 29*; B: -10; C: -3; D: 0.1; E: 6; F: 3; G: 12; H: 8

> CCOc1ccc(S(=O)(=O)N2CCN(CN3C(=O)CC4(CCCC4)C3=O)CC2)cc1
  A: 0; B: 2; C: -2; D: -1.0; E: -46; F: -23; G: 15; H: -8

> O=C(Nc1ccccc1N1CCN(c2ccc(F)cc2)CC1)C12CC3CC(CC(C3)C1)C2
  A: -2; B: 2; C: 3; D: 2.0; E: 7; F: -25; G: 1; H: -6

> O=C(NCc1ccc(Cl)cc1)C1CCN(S(=O)(=O)c2ccc(F)cc2)CC1
  A: -2; B: -13; C: -5; D: -1.1; E: 6; F: 19; G: 10; H: 0

> COc1ccc(CNC(=O)c2ccc[nH]2)cc1
  A: -3; B: 8; C: -7; D: -2.4; E: 5; F: -8; G: 0; H: 5

> COc1ccc(N=Cc2nc(-c3ccco3)oc2O)cc1
  A: -11; B: -7; C: -2; D: -0.5; E: -1; F: 44; G: -54; H: 31

> O=C(NNC1CC(=O)N(c2ccccc2)C1=O)c1cccnc1 (stereo unspecified)
  A: 3; B: -12; C: -2; D: 1.4; E: 0; F: -29; G: 33; H: -4

> CCOC(=O)C1CCN(C(=O)c2cc3c(=O)n4ccccc4nc3n2C)CC1
  A: 0; B: -7; C: 1; D: -0.4; E: -4; F: -5; G: -389; H: 4

> Cc1c(Cl)cccc1NC(=S)N1CCOCC1
  A: 1; B: 3; C: -9; D: -0.9; E: -12; F: -5; G: 12; H: -3

> Cc1cccc(Oc2ccc(S(=O)(=O)N3CCCCC3)cc2NC(=O)C2=COCCO2)c1
  A: -1; B: -10; C: -3; D: -0.8; E: -3; F: -1; G: 1; H: -2

> c1ccc(-c2ccc3c(c2)NC(C2Nc4cc(-c5ccccc5)ccc4O2)O3)cc1 (stereo unspecified)
  A: 0; B: 15; C: 4; D: 1.6; E: -6; F: -7; G: -14; H: -7

> COc1ccc(CN2C(=O)c3ccccc3C2=O)cc1
  A: 4; B: -26; C: -6; D: 0.6; E: 1; F: 7; G: 5; H: -4

> CC(C)CC1(C)NC(=O)N(CC(=O)Nc2cccc(S(=O)(=O)N(C)c3ccccc3)c2)C1=O (stereo unspecified)
  A: -2; B: 14; C: -8; D: -0.6; E: -5; F: 5; G: 10; H: 4

> C=CCSc1nnc(NC(=O)CN2C(=O)NC3(CCCC3)C2=O)s1
  A: 0; B: -10; C: -7; D: 0.2; E: -1; F: -13; G: 6; H: -11

> CN(C)/N=C/C=C1\CC/C(=C\c2ccc(Br)cc2)C1=O
  A: 4; B: 17; C: -3; D: 1.9; E: -12; F: 0; G: 21; H: -6

> Nc1n[nH]c(-c2ccccc2[N+](=O)[O-])n1
  A: -1; B: -4; C: -10; D: -0.5; E: -6; F: 2; G: 18; H: 2

> Cc1ccc2nc(-c3ccc(NC(=O)C4CCCO4)cc3)[nH]c2c1 (stereo unspecified)
  A: 3; B: 28; C: -5; D: -1.5; E: -4; F: 53*; G: -268; H: 40

> CCOC(=O)N1CCN(C(=O)c2ccc(NS(=O)(=O)c3ccc(C)cc3)cc2)CC1
  A: 0; B: -6; C: -2; D: -1.7; E: 1; F: -2; G: 6; H: -4

> Nc1nnn(CC(=O)N/N=C/C=C/c2ccccc2)n1
  A: 0; B: -7; C: 1; D: -1.9; E: -10; F: -11; G: 21; H: -4

> CCOC(=O)N1CCN(C(=O)C2CC(=O)N(c3ccc(C)cc3)C2)CC1 (stereo unspecified)
  A: -1; B: -9; C: -3; D: -0.9; E: 3; F: -3; G: 7; H: 2

> COc1cc(/C=N/OCC(=O)Nc2cc(C)on2)ccc1OCc1ccccc1
  A: -3; B: 11; C: -15; D: 0.4; E: -3; F: -26; G: -5; H: 1

> COc1cc(/C=C(\C#N)c2nc3ccccc3[nH]2)ccc1OC(=O)c1ccco1
  A: 9; B: -1; C: -4; D: 1.5; E: 4; F: 75*; G: -428; H: 73*

> O=C(Oc1ccc(-c2nnco2)cc1)C1CCN(C(=O)c2ccc(F)cc2)CC1
  A: 1; B: -7; C: -4; D: -0.4; E: -1; F: -10; G: -3; H: -2

> COc1ccc(CC(=O)NNC(=O)c2ccoc2C)cc1OC
  A: 5; B: -15; C: -3; D: -1.7; E: -11; F: 0; G: 0; H: -5

> CNC(=S)Nc1cc(C(=O)N2CCCC2)ccc1N1CCCC1
  A: -1; B: 13; C: -9; D: -2.2; E: -2; F: -9; G: -6; H: 6

> COc1ccc(C(C(=O)NCc2ccccc2)N(Cc2ccc3c(c2)OCO3)C(=O)c2cnccn2)cc1 (stereo unspecified)
  A: -2; B: 6; C: -11; D: -0.9; E: 4; F: -3; G: 10; H: 0

Gathered by group: those above containing a CF3 group (3)
Letter code: A = NR3A LBD binder; B = PfG6PD inh; C = HKDC1 inhibitor; D = MPTP block; E = ATG4B inhibitor; F = SENP6 inh; G = SENP8 block; H = SENP7 inh
> CCCN(C(=O)Cn1c(C(F)(F)F)nc2ccccc21)C1CCS(=O)(=O)C1 (stereo unspecified)
  A: 2; B: -12; C: -2; D: 0.1; E: -2; F: -11; G: 14; H: -4

> COC(=O)C(NC(=O)c1ccccc1)(Nc1nccs1)C(F)(F)F (stereo unspecified)
  A: 0; B: 9; C: 0; D: -2.0; E: -3; F: 9; G: 18; H: 1

> FC(F)(F)c1ccc(CN2CCN(Cc3ccco3)CC2)cc1
  A: -1; B: 18; C: -7; D: -0.1; E: -1; F: 9; G: 4; H: 1
